# Bfl-1 inhibitors: displacement of Bid BH3 peptide from Bfl-1 – biochemical, fluorescence polarization, FITC-Bid, mouse, primary screen (AID 432) | FITC-Bid BH3 peptide fluorescence polarization displacement; higher % means a stronger effect | displacement, % at 20 µM; hits with a dose series show IC50 in µM | hit rate 0.02% among 64,000; in the data active = a potency from the dose series; inactive = the rest, 99 in 100 with displacement below about 15%; also: strong numbers were not always called active
# HPDE-C7 viability: cytotoxicity in HPDE-C7 cells, cell-based, fluorescence, HTS (AID 430). HPDE-C7 pancreatic duct cells viability, fluorescence; higher % means a stronger effect. one-dose cytotoxicity, % at 10 µM; EC50 in µM for titrated hits. hit rate 1.8% among 63,000;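 also: cells exposed to compound for 48 hours before viability readout; 0% = vehicle and 100% = reference cytotoxic drug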
# DPM-DC inhibit: inhibitors of Streptococcus pneumoniae diphosphomevalonate decarboxylase | calls only at 10 µM | purified DPM-DC, PK/LDH coupled NADH fluorescence | hit rate 0.49% among 65,000 | AID 556;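 active = the 320 compounds with the highest percent inhibition in the single-dose primary screen, excluding strongly autofluorescent ones, cut at about 32% in these data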;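 also: kinetic rate of NADH fluorescence loss reporting ADP formed by the decarboxylase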
# Alkaline phosphatase: inhibition of tissue-nonspecific alkaline phosphatase – biochemical, luminescent (AID 518). purified TNAP enzyme, luminescent substrate readout; higher % means a stronger effect. inhibition, % at 20 µM; hits with a dose series show IC50 in µM. hit rate 0.09% among 64,000; in the data active = a potency from the dose series; inactive = the rest, 99 in 100 with inhibition below about 22%;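 also: plate controls were vehicle for no effect and reference inhibitor for full effect; many of its hits are not listed in these tables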
# LYP phosphatase: LYP phosphatase inhibitors, primary screen, biochemical, DiFMUP fluorescence, recombinant catalytic domain, 10 µM (AID 606) | recombinant LYP catalytic domain, DiFMUP fluorescence; higher % means a stronger effect | inhibition, % at 10 µM; hits with a dose series show IC50 in µM | 52,000 tested, under 10 active;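 active = IC50 under 40 µM in the dose-response test; inactive = IC50 of 40 µM or more, or never dose-tested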
# PMK inhibit: inhibitors of Streptococcus pneumoniae phosphomevalonate kinase; hit rate 0.49% among 65,000; inhibition, % at 10 µM; purified PMK, PK/LDH-coupled NADH absorbance 340 nm; AID 539;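 active = top-ranked compounds by inhibition in the single 10 µM screen, taking a fixed number of the strongest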;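 also: 0% = full reaction with DMSO carrier and 100% = background rate without enzyme reaction; no value below 0 was filed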
# Spn MK inh: S. pneumoniae mevalonate kinase inhibition. purified MK, PK/LDH-coupled NADH absorbance 340 nm. inhibition, % at 10 µM. hit rate 0.48% among 65,000;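 active = ranked among the strongest by inhibition in the single 10 µM screen, a fixed top-ranked set picked for dose follow-up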; also: no value below 0 was filed
# HT1080 cytotoxicity: cytotoxicity in HT1080 fibrosarcoma cells, cell-based, fluorescence readout (AID 620) | HT1080 viability, fluorescence; higher % means a stronger effect | cytotoxicity, % at 10 µM, or EC50 in µM where a hit was titrated | hit rate 0.42% among 87,000;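 also: cells exposed to compound overnight then 4 h with Alamar Blue; 0% = vehicle DMSO and 100% = killing control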
# HPDE-C7K KRASV12: viability loss of HPDE-C7K cells – cell-based, fluorescence, HTS, primary screen (AID 431) | HPDE-C7K KRASV12 cells, Alamar Blue viability, 48 h; higher % means a stronger effect | cytotoxicity, % at 10 µM; hits with a dose series show EC50 in µM | hit rate 1.7% among 63,000;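 active = compounds whose percent cytotoxicity in the single-dose primary screen, scaled between solvent and toxic-drug controls, exceeds 50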;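 also: 0% = DMSO solvent wells and 100% = doxorubicin-treated wells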
# PMK inhibit pilot replicates: recorded beside PMK inhibit, whose call it bears; inhibition, %; measured here: pilot screen replicates
# Spn MK inh pilot replicates: further read-out of Spn MK inh, marked with its call; inhibition, %; measured here: pilot screen replicates
# DPM-DC inhibit pilot screen %: further read-out of DPM-DC inhibit, marked with its call; inhibition, %; measured here: pilot screen trials
# Numbers without * were called inactive; i = inactive; nt = not tested or not shown; + = active, no number. Rule as the data show it, unless noted: active = cytotoxicity above about 50%; inactive = the rest.
SMILES,Bfl-1 inhibitors,HPDE-C7 viability,DPM-DC inhibit,Alkaline phosphatase,LYP phosphatase,PMK inhibit,Spn MK inh,HT1080 cytotoxicity,HPDE-C7K KRASV12,others
CC(=O)NC12CC3CC(C1)CC(C(=O)OCC(=O)Nc1ncc(Cl)cc1Cl)(C3)C2,0%,-8%,i,14%,3%,0,0,2%,-8%,
Cn1cccc1Cc1nnc(SCC(=O)NCc2ccccc2Cl)n1-c1ccc(F)cc1,1%,4%,i,-1%,1%,18,4,-1%,-6%,
O=C(CSc1cccc2cccnc12)N1CCCC1,-4%,3%,nt,8%,5%,4,1,0%,20%,
Cc1cccc(NC(=O)CN2C(=O)COc3ccc(Cl)cc32)c1,2%,-22%,i,-1%,11%,5,8,-1%,-20%,
CCNc1nc(OCCNS(=O)(=O)c2cc(C)ccc2C)nc(N(C)C)n1,-3%,2%,i,-1%,9%,0,0,0%,6%,
CCOC(=O)c1ccc(NC(=O)c2cccc(S(=O)(=O)N3CCOCC3)c2)cc1,4%,20%,i,13%,19%,10,3,3%,27%,
O=C(CCc1nc(-c2ccccc2F)no1)NCCN1CCc2ccccc2C1,-6%,-4%,+,10%,15%,14,0,4%,6%,
O=C(Nc1ccc2nn(-c3ccccc3)nc2c1)c1cccnc1,-1%,40%,i,9%,nt,1,12,10%,48%,
CC(=NCc1ccc2c(c1)OCO2)C1=C(O)c2ccccc2C1=O,-3%,3%,i,10%,1%,6,9,6%,-2%,
Cc1csc(NC(=O)C2CCC(C)(C(=O)O)C2(C)C)n1 (stereo not given),6%,-12%,i,6%,nt,29*,5,-4%,-10%,
CCC(=O)c1ccc(OCC(=O)N2CCc3cc(OC)c(OC)cc3C2)cc1,-3%,-8%,i,2%,11%,11,0,19%,-8%,PMK inhibit pilot replicates=0.0;Spn MK inh pilot replicates=0.0;DPM-DC inhibit pilot screen %=0.5
CC1CN(c2nc3ccccc3nc2C(C#N)C(=O)NC2CCCCC2)CC(C)O1 (stereo not given),-116%,-16%,i,11%,-4%,0,12,13%,-8%,
COc1ccc(-n2nnnc2Sc2ccc(S(=O)(=O)N3CCOCC3)cn2)cc1,0%,-4%,i,11%,5%,8,7,-12%,-14%,
CCOC(=O)c1sc(NC(=O)c2ccc(Br)o2)cc1C,-4%,-16%,i,-1%,nt,0,4,3%,-17%,
COc1ccc2[nH]c(=O)c(CN(C(=O)c3ccccn3)C3CCCCC3)cc2c1,-5%,-30%,i,11%,-3%,10,5,0%,-10%,
Cc1ccc2[nH]c(=O)c(CN(Cc3ccc4c(c3)OCO4)Cc3nnnn3C3CCCC3)cc2c1,6%,33%,i,10%,8%,7,6,-9%,0%,
CC(C)C(=O)N(c1ccc(F)cc1)C1C=CS(=O)(=O)C1 (stereo not given),7%,-9%,i,2%,-5%,15,29,6%,-4%,
Cc1cc(C(=O)Nc2cccnc2)no1,-5%,6%,i,16%,15%,0,4,-5%,4%,PMK inhibit pilot replicates=0.0;Spn MK inh pilot replicates=0.0;DPM-DC inhibit pilot screen %=0.0
CCOc1cc(C)c(C(C)C)cc1S(=O)(=O)n1ccc(C)n1,-4%,-21%,i,11%,7%,4,10,-5%,-8%,
CCOc1ccc(CCNC(=O)C2CCCN(c3nn4c(=O)cc(C)nc4s3)C2)cc1 (stereo not given),-2%,nt,i,11%,-6%,22,0,3%,nt,
Cc1ccc(Cn2ccc(NC(=O)c3nc4ncccn4n3)n2)cc1,2%,-4%,i,3%,7%,8,5,-1%,2%,
CCOc1ncccc1C(=O)Nc1ccc2c(C)cc(=O)oc2c1,-3%,1%,+,11%,nt,0,0,2%,-4%,PMK inhibit pilot replicates=8.0;Spn MK inh pilot replicates=2.5;DPM-DC inhibit pilot screen %=16*
CSc1ccc(S(=O)(=O)Nc2ccc(N3CCOCC3)c(Cl)c2)cc1,-4%,0%,i,6%,9%,7,3,-9%,-3%,
O=C(NCc1cccnc1)c1ccc(CS(=O)(=O)Cc2ccc(Cl)cc2)o1,-2%,-13%,i,6%,14%,12,2,8%,-5%,
CCOc1ccc(N(C)S(=O)(=O)c2ccc3[nH]cc(C(=O)NCC4CCCO4)c(=O)c3c2)cc1 (stereo not given),-1%,14%,i,10%,12%,0,8,-1%,28%,PMK inhibit pilot replicates=0.0;Spn MK inh pilot replicates=0.0;DPM-DC inhibit pilot screen %=0.0
# (list continues)
SMILES,Bfl-1 inhibitors,HPDE-C7 viability,DPM-DC inhibit,Alkaline phosphatase,LYP phosphatase,PMK inhibit,Spn MK inh,HT1080 cytotoxicity,HPDE-C7K KRASV12,others
Cc1c(NC(=O)CN2CCN(C(c3ccccc3)c3ccccc3)CC2)c(=O)n(-c2ccccc2)n1C,-1%,-11%,i,5%,nt,10,8,2%,-13%,
CC1CCCCC1NC(=O)CSc1nnc(N)s1 (stereo not given),2%,3%,i,4%,5%,6,11,-4%,-8%,
CC1CCCC(NC(=O)CSc2nnc(N)s2)C1C (stereo not given),-5%,-10%,i,4%,5%,7,1,7%,-4%,
O=C(Nc1ccc(F)cc1)N(Cc1nnc2n1CCCCC2)c1ccccc1,0%,3%,i,4%,0%,12,0,-7%,-5%,
O=C(c1ccco1)n1c(=S)nc2ccccn21,5%,nt,i,2%,-7%,0,8,12%,nt,
CC(=O)Nc1ccc(C2Nc3ccccc3C(=O)N2C2CCCCC2)cc1 (stereo not given),2%,3%,nt,4%,nt,10,3,5%,-2%,
O=C(CSc1ccc2nnc(-c3cccnc3)n2n1)NCC1CCCO1 (stereo not given),-3%,5%,i,6%,-7%,0,5,-4%,6%,
CC1(C)CC(=O)C2=C(C1)NC(=O)CC2c1cc2c(cc1Br)OCO2 (stereo not given),-4%,4%,i,5%,nt,12,2,1%,8%,
CCN(CC(=O)NCc1ccccn1)S(=O)(=O)c1ccc(Cl)cc1,-4%,-5%,i,10%,0%,12,11,-2%,-6%,
COc1ccc(C(C)=O)cc1COC(=O)c1cnc(C)cn1,1%,-9%,i,7%,9%,10,4,-13%,-4%,
Cc1cc(C)n(C(CC(=O)O)C(=O)O)n1 (stereo not given),-4%,-9%,i,7%,12%,1,10,-3%,-12%,
Cc1ccc(C)c(Cc2c(C)nc3c(C(=O)N4CCOCC4)cnn3c2C)c1,3%,-10%,i,9%,5%,10,0,-4%,-4%,
CCn1c(=O)cc(SCC(=O)NCc2ccc3c(c2)OCO3)c2ccccc21,-5%,9%,i,9%,13%,10,0,0%,2%,
O=C(c1ccccc1)n1c(=S)nc2ccccn21,2%,17%,i,5%,10%,7,0,5%,7%,
CC(C)n1c(N2CCN(CC(=O)Nc3ccc4c(c3)OCCO4)CC2)nc2ccccc21,1%,-15%,i,0%,3%,1,nt,-3%,-8%,
COc1ccc(-c2cc(C(F)(F)F)n3nc(C(=O)N4CCCCC4)cc3n2)cc1,-2%,1%,nt,3%,9%,0,8,nt,-13%,
[O-][N+]1=c2ccc(Nc3ccccc3)cc2=NC12CCCCC2,17%,nt,i,25%,-2%,14,9,50%,nt,
COc1ccc(OC)c(NC(=O)C2C3CCC(C3=C(C)C)C2C(=O)O)c1 (stereo not given),0%,-17%,i,9%,9%,0,5,4%,-27%,
O=C(CSc1nnc(-c2ccc3c(c2)OCCO3)o1)N1CCCC1,4%,-14%,i,16%,8%,10,0,-3%,-12%,
Cc1cnc(NC(=O)CSc2nnc(Cc3ccccc3)o2)s1,-6%,-5%,i,14%,nt,0,5,0%,-12%,
COC(=O)CSc1nnc2c(C)cc3cc4c(cc3n12)OCCO4,-4%,5%,i,15%,-3%,1,5,9%,11%,
O=c1cc(CO)oc(C(Nc2ccccn2)c2ccccc2F)c1O (stereo not given),-6%,-3%,i,12%,-6%,17,6,0%,-8%,
COCCNC(=O)c1ccc(NS(C)(=O)=O)cc1,-2%,2%,i,6%,18%,5,8,4%,-8%,
O=C(NCc1ccco1)c1cc2nc(-c3ccc4c(c3)OCO4)cc(C(F)(F)F)n2n1,2%,13%,nt,10%,nt,16,10,1%,6%,
COc1cc(-c2cc(OC)c3c(C)oc(C)c3c(=O)c2)ccc1O,-3%,38%,i,12%,6%,8,0,-7%,28%,
CCc1ccc(NC(=O)NCCN2CCc3ccccc3C2)cc1,5%,2%,i,3%,nt,0,3,-1%,5%,
Clc1ccc(OCc2nn3c(-c4ccco4)nnc3s2)c(Cl)c1,7%,-6%,i,6%,2%,9,12,-12%,2%,
O=C(CN(CCc1ccccc1)C(=O)CN1C(=O)COc2ccccc21)NCc1ccco1,-9%,-32%,i,5%,3%,16,2,0%,3%,PMK inhibit pilot replicates=4.5;Spn MK inh pilot replicates=0.0;DPM-DC inhibit pilot screen %=2.5
CCN(CC)CCCN(Cc1cc2cc(OC)ccc2[nH]c1=O)C(=O)Nc1ccc(F)cc1,-7%,8%,i,10%,nt,9,1,8%,2%,
Cc1cc(C)n(-c2nc(-c3cccc(Cl)c3)cs2)n1,8%,-9%,i,3%,-8%,0,2,-7%,3%,

# Molecules from the list above with fluorine (eight):
SMILES,Bfl-1 inhibitors,HPDE-C7 viability,DPM-DC inhibit,Alkaline phosphatase,LYP phosphatase,PMK inhibit,Spn MK inh,HT1080 cytotoxicity,HPDE-C7K KRASV12,others
Cn1cccc1Cc1nnc(SCC(=O)NCc2ccccc2Cl)n1-c1ccc(F)cc1,1%,4%,i,-1%,1%,18,4,-1%,-6%,
O=C(CCc1nc(-c2ccccc2F)no1)NCCN1CCc2ccccc2C1,-6%,-4%,+,10%,15%,14,0,4%,6%,
CC(C)C(=O)N(c1ccc(F)cc1)C1C=CS(=O)(=O)C1 (stereo not given),7%,-9%,i,2%,-5%,15,29,6%,-4%,
O=C(Nc1ccc(F)cc1)N(Cc1nnc2n1CCCCC2)c1ccccc1,0%,3%,i,4%,0%,12,0,-7%,-5%,
COc1ccc(-c2cc(C(F)(F)F)n3nc(C(=O)N4CCCCC4)cc3n2)cc1,-2%,1%,nt,3%,9%,0,8,nt,-13%,
O=c1cc(CO)oc(C(Nc2ccccn2)c2ccccc2F)c1O (stereo not given),-6%,-3%,i,12%,-6%,17,6,0%,-8%,
O=C(NCc1ccco1)c1cc2nc(-c3ccc4c(c3)OCO4)cc(C(F)(F)F)n2n1,2%,13%,nt,10%,nt,16,10,1%,6%,
CCN(CC)CCCN(Cc1cc2cc(OC)ccc2[nH]c1=O)C(=O)Nc1ccc(F)cc1,-7%,8%,i,10%,nt,9,1,8%,2%,

# For reference, some entries already given:
SMILES,Bfl-1 inhibitors,HPDE-C7 viability,DPM-DC inhibit,Alkaline phosphatase,LYP phosphatase,PMK inhibit,Spn MK inh,HT1080 cytotoxicity,HPDE-C7K KRASV12,others
CCN(CC)CCCN(Cc1cc2cc(OC)ccc2[nH]c1=O)C(=O)Nc1ccc(F)cc1,-7%,8%,i,10%,nt,9,1,8%,2%,
Cc1cc(C)n(-c2nc(-c3cccc(Cl)c3)cs2)n1,8%,-9%,i,3%,-8%,0,2,-7%,3%,

# Assay outcomes (PubChem)
